High-throughput results (PubChem BioAssay)
SR-BI DiI inh: blocks mouse SR-BI lipid uptake from DiI-HDL; Q61009; ldlA[mSR-BI] CHO cells, DiI-HDL uptake fluorescence, 3 h; inhibition, % at 12.5 µM; 0.96% of 320,000 active; AID 488896;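 active = mean replicate inhibition of at least 70% and a set share of replicates each scoring 70 or more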;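 note: 0% = median of neutral control wells and 100% = median of positive control wells; values of inactives mirror those of a sister screen read the other way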
MITF act: activators of MITF-driven TRPM1 promoter activity in SK-MEL-5 cells; SK-MEL-5 TRPM1-promoter luciferase, 24 h; % of positive control, neutral wells = 0; activation, % at 12.5 µM; 0.75% of 300,000 active; AID 588334;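 active = mean activation of at least 80% with every replicate also reaching 80%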;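 note: 0% = neutral control wells and 100% = parthenolide positive control wells; values of inactives mirror those of a sister screen read the other way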
SR-BI DiI-HDL act: SR-BI HDL lipid transfer activation; activation, % at 12.5 µM; CHO ldlA[mSR-BI] cells, DiI-HDL uptake fluorescence, 3 h; 100 = double the neutral-control signal; 0.096% of 320,000 active;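 active = mean replicate activation of at least 60% and every replicate at or above 60%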;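 note: 0% = median plate neutral-control signal and 100% = twice that signal; values of inactives mirror those of a sister screen read the other way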
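material = CHO ldlA[mSR-BI] cells | medium = Ham's F12 with 0.5% BSA, HEPES 25 mM, pH 7.4 | reagent = fluorescent DiI-HDL, 10 µg/mL final | compound dosing = single-point compound dose | incubation = 3 h, 37 °C | measured by = bottom-read fluorescence, 550/595 nm | measure = HDL uptake via cellular fluorescence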
NSD2 inh: inhibitors of human histone methyltransferase NSD2; NSD2 peptide methylation, AlphaScreen, 120 min; inhibition, % at 12.5 µM; 0.54% of 310,000 active; AID 743445; in the data active = inhibition above about 50%
DSG3 Ab inh: human desmoglein-3 autoantibody binding inhibition. P32926. DSG3-coupled beads, scFv-anti-DSG3-GFP binding, flow cytometry; active compounds read low. binding (percent of control), % at 10 µM. 0.48% of 310,000 active;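 active = binding more than 3 SD below its plate's average and above zero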;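 note: hits lower antibody fragment binding to DSG3; some compounds called inactive have numbers as strong as hits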
PKA-R2B act: activators of human PKA-R2B complex | PKA-R2B holoenzyme dissociation, Cy5-IP20 fluorescence polarization; R2B truncated from residue 108, S112A mutant; 0% DMSO only, 100% 113 µM cGMP | activation, % at 11.4 µM | 0.079% of 340,000 active | AID 504700;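 active = activation above a cutoff set at the mean over all compounds plus 3 SD, cut at about 18% in these data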;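 note: higher means more holoenzyme dissociation and a rise in polarization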
Mot1-301 SUMO: blocks SUMOylation pathway, rescuing yeast Mot1-301 growth; 1% of 320,000 active; growth rescue, % at 18.8 µM; S. cerevisiae Mot1-301 growth rescue, ATP luminescence, 38.5C; percent above DMSO median, 100 means doubled; AID 2716;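 active = every valid replicate shows activation above 250% relative to neutral control wells; inactive = the rest, any valid replicate at or below 250%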;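 note: OY570 slx delta 5 strain wells were the positive control but not used for scaling; some compounds called inactive have numbers as strong as hits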
Arrestin-AP2 inh: human beta-arrestin and AP2 interaction inhibition; FITC-arrestin peptide / GST-AP2 beads, flow cytometry; AP2 beta2 appendage carries R879A mutation; inhibition, % at 10 µM; 0.31% of 340,000 active;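 active = inhibition above a set limit, near 3 SD of compounds lacking own fluorescence, cut at about 54% in these data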;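 note: plate controls were DMSO wells for no effect and 5 µM unlabelled arrestin peptide for full effect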
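System: GST-AP2 R879A glutathione beads. Medium: PBS with 0.05% Tween 20 and 0.1% BSA. Also added: FITC-arrestin peptide, 50 nM. Incubation: 12 min plus 1 h, RT. Measured by: high-throughput flow cytometry of beads, ex 488, em 535 nm. Evaluation: percent drop in bead-associated FITC signal.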
CDK5 p35 inh: blocks human CDK5/p35 kinase activity; Recombinant CDK5/p35, ADP-Glo luminescence, 60 min; inhibition, % at 10 µM; 0.01% of 330,000 active; AID 488839;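 active = highest replicate inhibition of at least 50% and at least 75% of replicates reaching 50%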;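 note: plate controls were DMSO neutral control for no effect and GW8510 at 10 µM for full effect; many of its hits are not listed in these tables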
Target sequence (Q00535 whole entry, looked up): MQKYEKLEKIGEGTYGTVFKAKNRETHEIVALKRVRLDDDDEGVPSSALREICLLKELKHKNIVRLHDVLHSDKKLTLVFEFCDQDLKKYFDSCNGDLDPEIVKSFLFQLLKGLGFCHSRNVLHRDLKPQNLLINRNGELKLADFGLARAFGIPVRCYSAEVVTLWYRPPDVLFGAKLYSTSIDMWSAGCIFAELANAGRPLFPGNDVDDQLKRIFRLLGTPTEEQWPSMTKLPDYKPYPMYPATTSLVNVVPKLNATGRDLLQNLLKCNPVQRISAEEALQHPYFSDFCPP
Target sequence (Q15078 whole entry, looked up): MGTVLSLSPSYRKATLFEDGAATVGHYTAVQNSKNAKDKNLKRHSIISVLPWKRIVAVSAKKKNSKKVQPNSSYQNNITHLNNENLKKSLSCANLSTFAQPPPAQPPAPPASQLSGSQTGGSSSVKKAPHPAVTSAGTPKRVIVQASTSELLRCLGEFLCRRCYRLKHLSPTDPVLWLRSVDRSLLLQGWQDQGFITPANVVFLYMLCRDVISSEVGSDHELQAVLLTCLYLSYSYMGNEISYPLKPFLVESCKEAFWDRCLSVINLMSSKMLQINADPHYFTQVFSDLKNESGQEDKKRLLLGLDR
dFosB act: activators of mouse delta FosB homodimer. activation, % at 25 µM. purified delta FosB, TAMRA-CDK5 oligo fluorescence polarization; percent of positive-control signal above neutral wells. 0.99% of 340,000 active. P13346;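 active = mean activation above about 17%, with every replicate also reaching it, limit read from the data, passing the limit was not always enough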;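 note: fluorescence polarization rise as delta FosB binds a TAMRA Cdk5 AP-1 oligo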
Target sequence (P13346 whole entry, looked up): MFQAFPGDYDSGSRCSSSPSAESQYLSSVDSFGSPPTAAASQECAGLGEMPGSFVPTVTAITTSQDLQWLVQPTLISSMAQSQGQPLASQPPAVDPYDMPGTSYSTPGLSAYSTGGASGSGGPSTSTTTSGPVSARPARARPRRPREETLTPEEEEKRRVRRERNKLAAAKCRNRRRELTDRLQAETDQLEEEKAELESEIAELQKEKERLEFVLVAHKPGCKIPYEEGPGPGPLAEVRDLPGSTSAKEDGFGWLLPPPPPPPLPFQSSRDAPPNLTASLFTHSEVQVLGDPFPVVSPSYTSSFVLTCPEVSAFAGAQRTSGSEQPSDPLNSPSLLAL
PKA-R1A act: activators of PKA-R1A complex; P00514+P68181; PKA-R1A dissociation, Cy5-IP20 fluorescence polarization; scaled: DMSO 0%, 113 µM cGMP 100%; activation, % at 11.4 µM; 0.083% of 340,000 active;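 active = percent activation above the mean of all tested compounds plus 3 SD, cut at about 19% in these data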;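 note: higher means more PKAc released from R1A so a rise in polarization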
An asterisk follows results filed as active; i = inactive; nt = not tested or not shown.

A first look:
canonical_smiles | SR-BI DiI inh | MITF act | SR-BI DiI-HDL act | NSD2 inh | DSG3 Ab inh | PKA-R2B act | Mot1-301 SUMO | Arrestin-AP2 inh | CDK5 p35 inh | dFosB act | PKA-R1A act
CC(=C1C(=O)c2ccccc2C1=O)N1CCN(Cc2ccccc2)CC1 | -14 | 3 | 14 | 4 | 98 | -1 | -1 | -1 | 0.4 | 1 | 5
O=C(N/N=C/C=C/c1ccccc1[N+](=O)[O-])c1cccnc1 | -28 | -5 | 28 | 0 | 104 | -2 | -4 | 14 | -0.6 | -9 | 0

The listing, from the first entry:
canonical_smiles | SR-BI DiI inh | MITF act | SR-BI DiI-HDL act | NSD2 inh | DSG3 Ab inh | PKA-R2B act | Mot1-301 SUMO | Arrestin-AP2 inh | CDK5 p35 inh | dFosB act | PKA-R1A act
CC(=C1C(=O)c2ccccc2C1=O)N1CCN(Cc2ccccc2)CC1 | -14 | 3 | 14 | 4 | 98 | -1 | -1 | -1 | 0.4 | 1 | 5
O=C(N/N=C/C=C/c1ccccc1[N+](=O)[O-])c1cccnc1 | -28 | -5 | 28 | 0 | 104 | -2 | -4 | 14 | -0.6 | -9 | 0
Cc1nc(NNC(=O)c2ccc(Cl)cc2Cl)cc(-c2ccccc2)n1 | 4 | 0 | -4 | 4 | 71* | -3 | 12 | 5 | -7.4 | 0 | -5
COc1ccc(N2CCN(C(=O)C3CCN(C(=O)c4cccc(Cl)c4)CC3)CC2)cc1 | -1 | 11 | 1 | 1 | 123 | -2 | 4 | 2 | -3.9 | -4 | -3
Cc1ccc(CCNC(=O)CN2C(=O)COc3ccc(S(=O)(=O)N4CCOCC4)cc32)cc1 | -4 | -3 | 4 | -2 | 97 | -4 | -9 | 17 | -0.1 | 1 | -3
CCCOc1ccc(/C=N/NC(=O)C(=O)Nc2ccccn2)cc1 | 18 | 9 | -18 | -1 | 129 | -8 | 34 | 13 | -0.3 | 5 | -5
COc1cccc(/C=C2\SC(=S)N(CCCC(=O)N(CCO)c3ccccc3)C2=O)c1 | -7 | -10 | 7 | 2 | 104 | 0 | -10 | 2 | -0.6 | -3 | -2
COc1ccc(C2=Nn3c(nnc3-c3ccccc3C(F)(F)F)SC2)cc1OC1CCOC1 (configuration not stated) | 6 | -2 | -6 | nt | 102 | 1 | -3 | 25 | -4.9 | 4 | 7
Cc1ccc(C(C)NC(=O)C2CCCO2)cc1C (configuration not stated) | 11 | -7 | -11 | 0 | 103 | -9 | 0 | 26 | 0.7 | 6 | -2
CC(C)Cn1c(N)c(C(=O)CSc2nnc(-c3ccco3)n2C)c(=O)n(C)c1=O | 5 | 2 | -5 | -1 | 96 | 4 | 10 | -11 | 0.2 | -10 | -4
Cc1cccc(OCC(=O)O/N=C(\N)Cc2ccc([N+](=O)[O-])cc2)c1 | -3 | -18 | 3 | 1 | 98 | -4 | -22 | -4 | -0.4 | -1 | -15
COc1ccc2c(c1)SCCC2=O | -27 | 2 | 27 | 0 | 108 | 13 | 9 | 17 | 1.1 | -2 | 13
CCC(C)(NC(=O)CNC(C)=O)C(=O)NC1CCCCC1 (configuration not stated) | -33 | -1 | 33 | 2 | 112 | -3 | 19 | 14 | 0.0 | -2 | -1
O=C(O)c1cc(Cl)c(Cl)cc1C(=O)NCc1ccco1 | 2 | -6 | -2 | 2 | 102 | 5 | 57 | 0 | -0.1 | 3 | 8
O=C(NOC(=O)c1c(F)cccc1Cl)c1ccc(Cl)c(Cl)c1 | -1 | 13 | 1 | -4 | 114 | -8 | 179 | -8 | -1.4 | 4 | 3
CCC(C)(C)NC(=O)c1ccc2c(c1)S(=O)(=O)c1ccccc1C2=O | 7 | -10 | -7 | -4 | 99 | -10 | 3 | -4 | -3.1 | 2 | -5
Cc1ccc(C)c(NC(=O)CCNS(=O)(=O)c2ccc3[nH]c(=O)oc3c2)c1 | -9 | -12 | 9 | 9 | 107 | 5 | 8 | -9 | nt | 0 | -16
CC(C)OCCCNC(=O)c1c(N)n(/N=C/c2ccccn2)c2nc3ccccc3nc12 | -84 | nt | 84* | -7 | 104 | -14 | 6 | -4 | 0.5 | 10 | -3
COc1ccc(C=NNC(=O)CCCC(=O)NN=Cc2ccc(OC)c(OC)c2)cc1OC | 17 | -15 | -17 | -2 | 102 | -9 | nt | -19 | 1.8 | 2 | -6
CC(C)Cn1c(=O)c(-[n+]2ccccc2)c([O-])c2ccccc21 | -13 | -1 | 13 | 2 | 85 | 4 | 13 | 8 | -2.2 | -1 | -3
CCCCCn1c(CNC(=O)c2cccs2)nc2ccccc21 | -11 | -1 | 11 | 0 | nt | 1 | 0 | 8 | -2.0 | -7 | -9
NC(=O)c1cc(-c2cccnc2)nc2ccc(Br)cc12 | -3 | -1 | 3 | -3 | 103 | 4 | -5 | -14 | 4.0 | 0 | -2
COc1ccc(/C=N/NC(=O)CN2CCCC2)cc1 | -19 | nt | 19 | -2 | 114 | 10 | 0 | -8 | -0.2 | -2 | 0
O=C(COc1ccc2ccc(=O)oc2c1)Nc1nccs1 | -7 | 58 | 7 | -6 | 107 | 1 | 62 | 1 | 0.5 | -4 | -2
CCOC(=O)c1ccc(N/C=C/C(=O)c2ccc(OC)cc2)cc1 | -1 | 21 | 1 | 0 | 103 | -19 | 130 | 6 | -1.5 | 8 | 7
CCCCC(=O)N/N=C/c1sccc1C | 5 | 26 | -5 | 6 | 103 | 8 | -3 | 15 | -1.1 | 1 | -6
CNC(=O)c1[nH]cnc1C(=O)N[C@@H](CCCCNC(=O)OC(C)(C)C)C(=O)OC(C)(C)C | 5 | 11 | -5 | nt | 96 | -9 | 10 | 0 | 0.1 | -4 | 4
COc1ccc(-n2nc(C(=O)N3CCC(N4CCCCC4)CC3)c3c4ccccc4n(C)c3c2=O)cc1 | -26 | -4 | 26 | 9 | 105 | 1 | -6 | 0 | -0.3 | -8 | 1
CC(CN1C(C)CCCC1C)OC(=O)c1ccc(Cl)cc1 (configuration not stated) | -1 | -14 | 1 | -1 | 99 | -3 | 60 | 34 | 0.4 | 5 | -16
Cc1ccc(S(=O)(=O)NN2C(=O)/C(=C/c3ccc(F)cc3)SC2=S)cc1 | -12 | nt | 12 | 6 | 119 | -3 | -4 | -13 | 0.1 | 7 | -9
NC(=O)C1CCN(CC(=O)N2N=CCC2c2ccccc2)CC1 (configuration not stated) | -16 | 4 | 16 | nt | 79 | 7 | 11 | 6 | 0.2 | 0 | -5
O=C(c1cccc([N+](=O)[O-])c1)N1CCCN(C(=O)c2cccc([N+](=O)[O-])c2)CC1 | -2 | -1 | 2 | -2 | 110 | -23 | 89 | -12 | -0.5 | -1 | -6
O=C(O)C1Nc2c(Cl)cc(Cl)c(Cl)c2C2C=CCC12 (configuration not stated) | 18 | -3 | -18 | 13 | 96 | 4 | -22 | 10 | -0.2 | -13 | 1
COc1ccccc1N1CCN(CC(=O)Nc2nccs2)CC1 | -19 | -5 | 19 | -1 | 100 | 5 | 5 | -11 | -0.4 | -8 | -4
O=C(O)c1ccc2c(c1)C(=O)N(c1ccc(C(=O)OCC(=O)c3ccccc3)cc1)C2=O | 11 | nt | -11 | -5 | 107 | -9 | -15 | 44 | -1.0 | 6 | -4
COc1ccc(S(=O)(=O)Nc2c(O)c3ccccc3oc2=O)cc1 | -4 | -4 | 4 | -8 | 83 | 10 | -11 | 29 | 0.8 | -4 | -6
O=C(NC1CC1)C1=C[C@@H](c2ccc(Br)cc2)C[C@@H](OCCCCO)O1 | -2 | 6 | 2 | nt | 97 | 1 | -9 | -3 | -0.1 | 2 | -7
COc1ccc(-c2nnc(NC(=O)Cc3ccccc3)s2)c(OC)c1 | nt | 5 | nt | nt | 93 | 3 | 66 | 4 | -9.9 | -2 | -15
COc1cc(/C=C/C(=O)N2CCN(c3ccccn3)CC2)cc(OC)c1OC | 13 | 0 | -13 | 3 | 111 | 9 | i | 40 | 0.9 | -2 | 8
O=C(NCc1ccco1)c1cccc(NC(=O)c2ccccc2)c1 | 15 | nt | -15 | -1 | 96 | 3 | -6 | -2 | 1.5 | -4 | -23
CC(C)c1ccc(NC(=O)NCc2ccc3c(c2)OCO3)cc1 | 7 | -12 | -7 | 0 | 106 | 6 | 5 | 24 | -1.5 | 0 | -8
Cc1ccc(CC(=O)O/N=C(\N)Cc2ccc([N+](=O)[O-])cc2)cc1 | -6 | -5 | 6 | 0 | 101 | -19 | 139 | -1 | -0.3 | -4 | 2
O=c1cc(O)n(-c2ccc(Cl)cc2)c(=S)[nH]1 | -3 | nt | 3 | 6 | 118 | -15 | 1 | 1 | -0.3 | 5 | -12
CCOc1ccc(-c2nonc2NC(=O)c2ccco2)cc1OCC | -4 | -4 | 4 | -1 | 102 | -5 | -12 | -1 | 1.3 | -10 | -4

Single records, from the list above:
O=C(NCc1ccco1)c1cccc(NC(=O)c2ccccc2)c1 is entered as SR-BI DiI inh: 15; MITF act: nt; SR-BI DiI-HDL act: -15; NSD2 inh: -1; DSG3 Ab inh: 96; PKA-R2B act: 3; Mot1-301 SUMO: -6; Arrestin-AP2 inh: -2; CDK5 p35 inh: 1.5; dFosB act: -4; PKA-R1A act: -23
O=c1cc(O)n(-c2ccc(Cl)cc2)c(=S)[nH]1 is entered as SR-BI DiI inh: -3; MITF act: nt; SR-BI DiI-HDL act: 3; NSD2 inh: 6; DSG3 Ab inh: 118; PKA-R2B act: -15; Mot1-301 SUMO: 1; Arrestin-AP2 inh: 1; CDK5 p35 inh: -0.3; dFosB act: 5; PKA-R1A act: -12

Compounds as they come (roughly 4.7% active in at least one column).
